NS3 helicase inh – inhibitors of HCV NS3 helicase, primary screen, biochemical, Cy5 molecular beacon fluorescence; inhibition, % at 10.9 µM; NS3 helicase DNA unwinding; hit rate 0.56% among 290,000; Hepatitis C virus NS3 helicase;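 active = inhibition above the mean of all tested compounds plus 3 SD, set per campaign, cut at about 35% in these data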;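 also: 0% = DMSO wells and 100% = thioflavine S control wells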
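Assay system – hepatitis C virus NS3 helicase domain fragment enzyme · Buffer or medium – MOPS pH 6.5, MgCl2, DTT, Tween20, BSA · Reagent – Cy5/quencher beacon DNA duplex and ATP to start · Compound – single 10.9 µM dose · Timing – 1 h at 25 °C · Technique – Cy5 beacon fluorescence read at start and 1 h · Measure – % inhibition of unwinding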
UBC9 SUMO inh – inhibitors of in vitro SUMOylation cascade, primary screen, biochemical, HTRF, uHTS; hit rate 0.36% among 290,000; inhibition, % at 35 µM; HTRF SUMOylation assay, SAE1/SAE2 + UBC9; AID 2006, 2009; SUMO-conjugating enzyme UBC9 (Homo sapiens), P63279; in the data active = inhibition above about 50%, passing the limit was not always enough; also: strong numbers were not always called active
pCIP destab – p/CIP-EGFP fusion destabilizers, primary screen, fluorescence, F442A cells; Q05BA5; 16 h; decrease of EGFP signal, % at 10 µM; hit rate 0.01% among 290,000; AID 1984, 2009;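 active = EGFP signal decrease of at least 30% at 10 µM or well 3 SD below plate mean, unless failing retest; inactive = the rest, including hits failing retest or dose response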; also: some compounds called inactive have numbers as strong as hits; many of its hits are not listed in these tables
PHOSPHO1 inh – PubChem AID 1565. Phosphoethanolamine/phosphocholine phosphatase (Homo sapiens), Q8TCT1. recombinant PHOSPHO1, absorbance phosphatase assay. hit rate 1.1% among 290,000. inhibition, % at 13.3 µM; in the data active = inhibition above about 60%
IDE cell activ – human IDE activators in live cells, primary screen, fluorescence polarization, HEK cells, FAbeta-B substrate; Insulin-degrading enzyme (Homo sapiens), P14735; FAbeta-B cleavage; 0% vehicle, 100% cell-free pure enzyme wells; activation, % at 5.96 µM; hit rate 0.073% among 340,000;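 active = activation above the mean of all tested compounds plus 3 SD, set per screening campaign, cut at about 17% in these data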
Target sequence (P14735 whole entry, looked up): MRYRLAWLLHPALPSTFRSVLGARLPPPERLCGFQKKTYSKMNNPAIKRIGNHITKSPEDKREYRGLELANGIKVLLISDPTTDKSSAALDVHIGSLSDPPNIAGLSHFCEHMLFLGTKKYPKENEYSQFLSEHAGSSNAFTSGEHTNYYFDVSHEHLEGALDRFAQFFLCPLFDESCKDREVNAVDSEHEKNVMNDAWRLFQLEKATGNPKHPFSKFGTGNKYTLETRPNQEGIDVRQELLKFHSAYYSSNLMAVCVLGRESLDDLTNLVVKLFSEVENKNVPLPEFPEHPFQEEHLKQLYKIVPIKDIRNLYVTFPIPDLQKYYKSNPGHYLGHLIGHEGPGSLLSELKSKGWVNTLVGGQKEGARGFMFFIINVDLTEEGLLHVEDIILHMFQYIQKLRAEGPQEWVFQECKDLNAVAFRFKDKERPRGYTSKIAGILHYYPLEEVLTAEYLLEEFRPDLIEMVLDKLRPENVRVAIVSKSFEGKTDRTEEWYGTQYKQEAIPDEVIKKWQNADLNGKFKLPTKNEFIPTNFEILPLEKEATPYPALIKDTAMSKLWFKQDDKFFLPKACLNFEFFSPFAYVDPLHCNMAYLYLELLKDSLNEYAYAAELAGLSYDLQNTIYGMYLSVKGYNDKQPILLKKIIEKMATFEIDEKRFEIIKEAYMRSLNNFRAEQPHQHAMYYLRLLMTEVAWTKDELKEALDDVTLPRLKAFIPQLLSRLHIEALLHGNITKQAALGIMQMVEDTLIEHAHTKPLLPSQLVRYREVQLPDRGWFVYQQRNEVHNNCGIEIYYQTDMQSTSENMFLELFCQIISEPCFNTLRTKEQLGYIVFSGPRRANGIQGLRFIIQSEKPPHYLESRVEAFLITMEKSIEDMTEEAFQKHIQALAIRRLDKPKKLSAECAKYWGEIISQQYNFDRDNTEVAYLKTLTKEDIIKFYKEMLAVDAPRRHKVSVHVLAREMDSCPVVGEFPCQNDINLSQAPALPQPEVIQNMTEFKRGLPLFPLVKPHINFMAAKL
VIM-2 inh – VIM-2 metallo-beta-lactamase inhibitors, primary screen, biochemical, epi-absorbance readout, Pseudomonas aeruginosa enzyme. inhibition, % at 5.6 µM. hit rate 0.89% among 290,000. purified VIM-2, nitrocefin hydrolysis, epi-absorbance fluorescence;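 active = inhibition above the mean of all tested compounds plus 3 SD, cutoff set per screening run, cut at about 7.5% in these data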;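 also: red hydrolysis product quenches plate fluorescence so inhibitors raise well fluorescence; 0% = enzyme with DMSO and 100% = DMSO without enzyme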
MEKK3 PB1 HTS – modulators of MEKK3-MEK5 PB1 binding, primary screen, biochemical, wildtype MEKK3, multiplex bead flow cytometry, Alexa488-MEK5. bead-based flow cytometry, Alexa488-MEK5 binding to MEKK3; actives lie on both sides; 0 = blocked by unlabeled MEK5, 100 = vehicle. hit rate 1.4% among 290,000. binding response (% of control), % at 10 µM;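 active = binding response more than 3 SD above or below the average of its plate-row segment, actives on both sides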;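 also: Alexa488 bead fluorescence after subtracting the streptavidin-only scavenger bead signal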
DNA FID counter – compounds displacing fluorescent DNA intercalator, primary screen, artefact control for HCV NS3 helicase inhibitor project, biochemical, FID fluorescence. DNA fluorescent intercalator displacement. inhibition, % at 7.9 µM. hit rate 0.17% among 290,000; in the data active = inhibition above about 37%;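 also: 0% = vehicle and 100% = reference compound; higher means more ethidium bromide displaced from hairpin DNA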
IMP-1 inh – IMP-1 metallo-beta-lactamase inhibitors, primary screen, biochemical, epi-absorbance readout, Pseudomonas aeruginosa enzyme; metallo-beta-lactamase IMP-1 (Pseudomonas aeruginosa); AID 1556, 2009; hit rate 0.45% among 290,000; purified IMP-1, nitrocefin hydrolysis, epi-absorbance fluorescence; inhibition, % at 5.6 µM;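 active = inhibition above the mean plus 3 SD of all compounds in the same screening run, cut at about 4.5% in these data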;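 also: 0% = IMP-1 with DMSO and 100% = DMSO wells lacking enzyme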
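System: Purified IMP-1 | Read-out basis: Percent enzyme inhibition | Controls: IMP-1 with DMSO as 0%, enzyme-free DMSO as 100% | Replicates: One well per compound | Doses: 5.6 µM nominal single concentration | Detection: Epi-absorbance fluorescence, 480 nm excitation, 530 nm emission | Incubation: 25 °C, 15 min preincubation, 25 min reaction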
* = called active by the depositor; . = not tested or not shown. This is a subset. The share of hits here may be higher or lower than overall.

molecule,IDE cell activ,VIM-2 inh,MEKK3 PB1 HTS,UBC9 SUMO inh,PHOSPHO1 inh,DNA FID counter,pCIP destab,IMP-1 inh,NS3 helicase inh
CCc1cccc(N(C(=O)c2csnn2)C(C(=O)NC(C)(C)C)c2ccccn2)c1 (configuration not stated),8.5,-2.5,91.0,16.9,-12.5,-28.9,-9.2,-1.6,10.2
CC(=O)N1CCN(C(=O)c2ccc3oc(CCCc4ccccc4)nc3c2)CC1,-5.6,-1.4,103.0,10.6,22.2,-36.0,-3.4,-1.1,12.9
Cc1ccc(C)c(OCc2cc(C(=O)N3CCOCC3)no2)c1,2.4,-3.2,103.0,15.5,34.4,-25.9,-2.3,-0.7,-2.4
Cc1occc1C(=O)Nc1nccs1,-1.0,-2.7,101.0,-6.3,37.5,-1.9,-0.9,-1.2,-4.1
Cc1ccc(C(=O)N/C(=C\c2cn(S(=O)(=O)N(C)C)c3ccccc23)C(=O)NCCCn2ccnc2)cc1,-1.8,-4.1,105.0,3.8,49.6,26.5,0.9,-0.8,-82.9
O=C(Nc1nnc(-c2ccncc2)s1)C1CCCO1 (configuration not stated),0.1,0.5,105.0,-3.8,20.9,-4.6,-2.5,-2.5,2.5
CCOC(=O)C1=C(C)OC(N)=C(C#N)C1c1cccs1 (configuration not stated),.,-2.0,103.0,16.6,20.7,0.7,9.3,-1.8,4.9
COc1ccc(OC)c(NC(=O)Cn2c(CCC(=O)O)ccc2-c2ccccc2)c1,7.5,-2.6,113.0,5.2,15.8,-36.8,-9.0,-2.4,2.6

Next part
molecule,IDE cell activ,VIM-2 inh,MEKK3 PB1 HTS,UBC9 SUMO inh,PHOSPHO1 inh,DNA FID counter,pCIP destab,IMP-1 inh,NS3 helicase inh
CCOC(=O)Cc1csc(NC(=O)c2c(O)c3c(n(CC(C)C)c2=O)CCCC3)n1,-10.6,-2.5,100.0,37.0,-12.2,-10.6,-22.9,-2.0,-18.3
CCc1nc(C)ccc1OCC(=O)NCCCN(C)C,-4.2,-0.2,99.0,4.0,-10.0,4.6,-6.8,-2.9,6.3
CCOC(=O)C1CCN(S(=O)(=O)c2ccc(C)c(C(=O)NC3CCCCC3)c2)CC1,-0.2,-3.2,103.0,4.6,23.8,-34.6,-5.1,-3.2,7.0
CCCCC(NC(=O)CCc1c(C)c2cc3c4c(oc3c(C)c2oc1=O)CCCC4)C(=O)O (configuration not stated),6.5,-0.4,110.0,34.2,9.7,-27.4,-9.1,-4.0,29.8
CCOC(=O)N1CCN(CC(O)COCc2ccc(OC)c(OC)c2)CC1 (configuration not stated),-0.6,-0.4,111.0,4.7,2.5,-8.0,-16.5,-0.2,13.4
O=C(Nc1cccn(Cc2c(Cl)cccc2Cl)c1=O)C1CC1,1.8,-1.4,110.0,12.8,24.4,-9.8,5.1,-1.2,9.1
Cn1cc(C(=O)NCc2ccc(Cl)cc2)c(=O)c2cc(S(=O)(=O)N3CCOCC3)ccc21,-0.1,-0.7,100.0,10.0,19.9,0.3,-1.0,-2.5,-12.1
Cc1cnn(C(=S)NCc2ccco2)c1,-7.0,-2.1,103.0,16.9,-31.3,-1.2,-2.2,-1.1,12.6

More records
molecule,IDE cell activ,VIM-2 inh,MEKK3 PB1 HTS,UBC9 SUMO inh,PHOSPHO1 inh,DNA FID counter,pCIP destab,IMP-1 inh,NS3 helicase inh
c1coc(-c2nc3nc4ccccc4nc3n2-c2ccc3c(c2)OCCO3)c1,4.2,-0.3,110.0,-11.9,-11.1,-15.7,-7.1,-0.9,11.4
C1CCC2(CC1)OCC1(CO2)COC2(CCCCC2)OC1,5.2,-1.3,103.0,1.9,-2.6,-2.9,-5.9,-1.8,2.0
CCN(CC)CCC/C(=N\O)C(O)(c1ccccc1)c1ccccc1,0.6,-0.6,98.0,7.0,20.8,4.4,-27.5,-2.2,-1.6
COc1ccc(CNC(=O)C2CCC(CNS(=O)(=O)c3cccc4cccnc34)CC2)cc1 (configuration not stated),3.2,0.5,97.0,-10.2,38.5,-52.2,-6.0,0.5,1.2
COc1cc(OC)nc(NC(=O)CCl)n1,-0.5,1.2,99.0,-2.7,-5.8,-0.3,0.4,-2.2,5.5
O=C(O)CCc1cccnc1,0.1,-1.4,105.0,24.7,-4.9,1.7,-4.8,-2.8,-4.2
COCCNC(=O)c1cnn2c(C(F)(F)F)cc(-c3ccc4c(c3)OCO4)nc12,3.5,-1.5,103.0,4.0,18.0,-1.2,-0.9,-2.4,5.8
Cc1cc(C(=O)CSc2nnc(-c3ccco3)o2)c(C)n1Cc1ccco1,0.6,2.0,.,24.2,1.0,-15.9,-5.5,0.9,8.0

(continued)
molecule,IDE cell activ,VIM-2 inh,MEKK3 PB1 HTS,UBC9 SUMO inh,PHOSPHO1 inh,DNA FID counter,pCIP destab,IMP-1 inh,NS3 helicase inh
CNC(=O)C(=O)NCC1OCCCN1S(=O)(=O)c1ccc2c(c1)OCCO2 (configuration not stated),7.0,-5.3,103.0,11.9,24.0,-4.1,-18.0,-2.0,10.4
CC1=NN(c2ccc(F)cc2)C(=O)C1C(c1cccc(O)c1)c1c(C)[nH]n(-c2ccc(F)cc2)c1=O (configuration not stated),1.5,1.2,105.0,74.0,22.9,3.9,-9.2,1.4,27.1
Clc1ccccc1-c1nc(/C=N/N2CCOCC2)c2ccccn12,2.0,-1.9,102.0,8.8,40.0,-5.4,18.7,-3.4,-4.0
Cc1ccccc1OCCNC(=O)/C=C/c1ccc([N+](=O)[O-])cc1,5.5,-6.0,118.0,7.7,-16.9,-4.2,0.3,-4.7,-4.8
CN(C)/C=C(/C(=O)c1ccc(F)cc1)S(=O)(=O)c1ccc(F)cc1,-2.8,-1.4,101.0,9.9,50.7,-9.1,-2.9,-0.9,4.0
O=C(Nc1ccc([N+](=O)[O-])cc1)c1cc(-c2ccccn2)nc2c(Cl)cccc12,8.0,-0.9,105.0,10.5,1.7,-2.7,-3.5,-1.1,15.0
CCCCNC(=S)N(C)/N=C/c1ccc(OCc2ccc(C(=O)OC)cc2)c(OC)c1,4.7,-1.8,123.0,-5.9,6.6,-1.6,8.1,-0.9,10.2
Cc1cc(NC(=O)Nc2ccc(Cl)cc2)n(C(C)(C)C)n1,1.1,-3.5,107.0,-2.7,.,-1.7,-6.8,-2.4,0.1

Continued.
molecule,IDE cell activ,VIM-2 inh,MEKK3 PB1 HTS,UBC9 SUMO inh,PHOSPHO1 inh,DNA FID counter,pCIP destab,IMP-1 inh,NS3 helicase inh
CC(C)Oc1ccccc1OCCN(C)C,-0.5,-0.5,100.0,-10.6,-4.4,2.7,2.6,-2.9,-3.7
Cc1[nH]c2ccccc2c1C(=O)CN1CCC2(CC1)OCCO2,4.5,0.9,102.0,-0.5,16.0,-0.6,-3.4,-0.5,3.1
CCn1c(COc2ccc(C)cc2)nnc1SCC(=O)Nc1cc(OC)ccc1OC,6.6,1.4,101.0,-3.2,33.8,-33.3,0.3,0.2,-16.0
O=C(/C=C\Nc1ccccn1)c1ccccc1,1.7,-1.8,102.0,-20.0,1.6,-1.8,-9.6,-4.6,-1.8
Cn1nccc1C(=O)Nn1cnnc1,0.8,-0.1,99.0,9.7,-0.2,7.4,-2.3,-3.9,-6.1
COc1ccc(C(=O)Nn2cnnc2)c(OC)c1,1.4,-2.5,103.0,-4.4,13.0,-2.2,-4.4,-2.4,-2.2
COc1ccc(C2=NOC(C(=O)NC(C)(C)C)C2)cc1 (configuration not stated),-3.9,0.8,104.0,-0.3,1.0,-3.4,-6.5,0.8,-6.7
COc1ccc(CN2CCN(CC(O)Cn3c4ccccc4c4ccccc43)CC2)cc1 (configuration not stated),-3.4,0.1,93.0,2.6,-12.9,20.6,-3.2,-4.2,-78.6

Further results.
molecule,IDE cell activ,VIM-2 inh,MEKK3 PB1 HTS,UBC9 SUMO inh,PHOSPHO1 inh,DNA FID counter,pCIP destab,IMP-1 inh,NS3 helicase inh
Cc1ccccc1C(=O)NC1CC2CCCC(C1)N2Cc1ccc(Cl)cc1 (configuration not stated),2.5,-1.2,108.0,2.2,.,2.8,-3.8,0.3,-0.8
Cc1cc(NC(=O)CSc2ccc3nnc(-c4ccccc4)n3n2)no1,3.0,-1.1,104.0,28.6,1.8,-14.7,0.5,-1.9,7.9
CCn1c(SCC(=O)Nc2ccc(OCc3ccccc3)cc2)nnc1-c1ccco1,5.0,.,107.0,9.0,8.7,.,-7.2,.,.
Nc1nc(-c2ccccc2)c(-c2ccccc2)n1N,2.9,-0.1,101.0,9.0,35.1,-0.3,-11.9,1.6,-11.3
COc1cccc(CN2CC(C(=O)NC3(c4ccccc4)CC3)CCC2=O)c1 (configuration not stated),2.0,-1.9,106.0,-2.1,7.7,-10.4,-54.1,-2.8,-6.1
O=C(O)c1cnn2c1NC(c1ccc(F)cc1)CC2C(F)(F)F (configuration not stated),5.6,-4.6,103.0,-1.3,10.6,-3.3,-22.5,-4.9,-2.7
CCN1CCN(C(=O)CCc2nc3ccccc3c(=O)[nH]2)CC1,6.3,20.7*,105.0,-9.5,-1.3,2.3,-2.3,-0.5,0.0
O=S(=O)(Nc1cccc(-c2cn3cccnc3n2)c1)c1ccc(-c2ccccc2)cc1,3.1,-3.9,.,-6.4,-12.0,-12.8,-14.4,-2.6,-11.0

Just PHOSPHO1 inh and UBC9 SUMO inh, for some of the entries so far:
SMILES	PHOSPHO1 inh	UBC9 SUMO inh
CCN1CCN(C(=O)CCc2nc3ccccc3c(=O)[nH]2)CC1	-1.3	-9.5
O=C(O)c1cnn2c1NC(c1ccc(F)cc1)CC2C(F)(F)F (configuration not stated)	10.6	-1.3
Nc1nc(-c2ccccc2)c(-c2ccccc2)n1N	35.1	9.0
Cc1ccccc1C(=O)NC1CC2CCCC(C1)N2Cc1ccc(Cl)cc1 (configuration not stated)	.	2.2

Remaining list, next part.
molecule,IDE cell activ,VIM-2 inh,MEKK3 PB1 HTS,UBC9 SUMO inh,PHOSPHO1 inh,DNA FID counter,pCIP destab,IMP-1 inh,NS3 helicase inh
O=C(COC(=O)c1cccnc1Cl)NCC1CCCO1 (configuration not stated),4.0,-2.3,100.0,22.5,19.2,1.4,11.0,-2.9,2.6
C/C(=C\c1ccccc1)CN(C)CCN(C)C,.,-2.1,100.0,16.9,18.1,3.0,-6.7,-3.7,-5.2
O=C(NCCN1CCOCC1)c1cc(-c2cccs2)nc2ccccc12,3.7,-0.1,97.0,17.8,9.6,3.9,-12.7,-1.2,-2.4
C/C(=N\NC(=O)c1ccc(N/N=C(\C)c2ccc(O)cc2)cc1)c1ccc(O)cc1,-1.3,-2.2,64.0,3.6,24.6,-8.6,-1.9,-2.9,-0.9
